From PubChem
GalR3 antagonist = blocks the human galanin receptor 3 | O60755 | HEK293 GalR3-CNG cAMP membrane potential fluorescence; galR3 body fused to GalR1 C-terminus | inhibition, % at 3 µM | hit rate 0.44% among 360,000 | AID 651719;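 active means inhibition above the screen-wide average plus 3 SD, cut at about 13% in these data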;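 further: forskolin and galanin both at EC90 stimulate the cells; cAMP rise reported by CNG channel membrane potential dye signal; 0% = forskolin plus galanin with DMSO and 100% = forskolin alone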
OXTR ag = agonists of human oxytocin receptor | hit rate 0.32% among 320,000 | activation, % at 3 µM | CHO-OTR cells, Fluo-8 calcium fluorescence; normalized: DMSO 0%, oxytocin 100%;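 active means activation above the mean of all tested compounds plus 3 SD, cutoff set per screening run, cut at about 20% in these data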;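 further: peak over basal fluorescence ratio from a 100 s FLIPR kinetic read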
Target sequence (P30559 whole entry, looked up): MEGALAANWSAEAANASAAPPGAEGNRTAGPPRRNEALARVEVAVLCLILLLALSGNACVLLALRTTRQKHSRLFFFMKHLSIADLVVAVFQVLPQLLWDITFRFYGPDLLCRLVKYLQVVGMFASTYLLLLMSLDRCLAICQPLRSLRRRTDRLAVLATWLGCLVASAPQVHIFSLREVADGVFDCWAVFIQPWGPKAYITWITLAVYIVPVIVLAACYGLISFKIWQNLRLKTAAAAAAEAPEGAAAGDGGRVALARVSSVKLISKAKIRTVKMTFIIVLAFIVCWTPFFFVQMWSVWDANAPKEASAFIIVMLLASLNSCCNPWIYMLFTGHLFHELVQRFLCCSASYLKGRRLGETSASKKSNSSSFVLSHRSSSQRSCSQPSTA
V1aR counter = V1a receptor agonism, counter-screen for OXTR agonists. P37288. CHO-V1R cells, Fluo-8 calcium fluorescence, agonist mode; 0% DMSO, 100% 3 nM vasopressin. activation, % at 3 µM. hit rate 0.25% among 320,000. AID 2797;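 active means activation above the mean activation of all tested compounds plus 3 SD, per screening run, cut at about 20% in these data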;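 further: signal is peak over basal fluorescence ratio across a 100 second FLIPR read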
IMP-1 inhibitor = inhibitors of Pseudomonas aeruginosa IMP-1 metallo-beta-lactamase; purified IMP-1, nitrocefin hydrolysis, epi-absorbance fluorescence; inhibition, % at 5.6 µM; hit rate 0.45% among 290,000; AID 1556;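 active means inhibition above the mean plus 3 SD of all compounds in the same screening run, cut at about 4.5% in these data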;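 further: 0% = IMP-1 with DMSO and 100% = DMSO wells lacking enzyme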
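System – purified recombinant IMP-1 beta-lactamase · Input – IMP-1 dispensed at 0.2 nM · Timing – 15 min preincubation plus 25 min reaction at 25 °C · Signal – Epi-absorbance fluorescence, 480 nm excitation, 530 nm emission · Measure – percent IMP-1 inhibition derived from blank-referenced optical density · Controls – Enzyme-plus-DMSO low control, enzyme-free DMSO high control · Replication – singlicate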
PHOSPHO1 inh = inhibitors of human PHOSPHO1 phosphatase. Q8TCT1. recombinant PHOSPHO1, absorbance phosphatase assay. inhibition, % at 13.3 µM. hit rate 1.1% among 290,000. AID 1565; in the data active means inhibition above about 60%
Target sequence (Q8TCT1 whole entry, looked up): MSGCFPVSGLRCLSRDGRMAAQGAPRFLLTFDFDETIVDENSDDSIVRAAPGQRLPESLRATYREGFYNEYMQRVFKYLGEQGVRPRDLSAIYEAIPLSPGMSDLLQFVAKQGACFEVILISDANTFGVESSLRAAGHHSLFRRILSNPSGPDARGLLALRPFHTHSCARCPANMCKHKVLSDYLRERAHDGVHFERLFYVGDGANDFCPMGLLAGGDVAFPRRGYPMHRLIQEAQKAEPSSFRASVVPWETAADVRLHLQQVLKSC
VIM-2 inh = blocks Pseudomonas aeruginosa VIM-2 metallo-beta-lactamase; purified VIM-2, nitrocefin hydrolysis, epi-absorbance fluorescence; inhibition, % at 5.6 µM; hit rate 0.89% among 290,000; AID 1527;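 active means inhibition above the mean of all tested compounds plus 3 SD, cutoff set per screening run, cut at about 7.5% in these data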;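 further: red hydrolysis product quenches plate fluorescence so inhibitors raise well fluorescence; 0% = enzyme with DMSO and 100% = DMSO without enzyme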
DNA FID counter = counter-screen for HCV NS3 helicase inhibitors: DNA intercalator displacement; hit rate 0.17% among 290,000; AID 1845; DNA fluorescent intercalator displacement, fluorescence; inhibition, % at 7.9 µM; in the data active means inhibition above about 37%;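 further: 0% = vehicle and 100% = reference compound; higher means more ethidium bromide displaced from hairpin DNA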
GPR7 antagonist = human neuropeptides B/W receptor 1 antagonism | inhibition, % at 4.4 µM | hit rate 1.1% among 290,000 | GPR7-expressing cells, fluorescence antagonist assay | P48145 | AID 1861; in the data active means inhibition above about 16%, passing the limit was not always enough;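 further: cells stimulated with the agonist NPW; 0% = agonist with vehicle and 100% = vehicle without agonist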
Target sequence (P48145 whole entry, looked up): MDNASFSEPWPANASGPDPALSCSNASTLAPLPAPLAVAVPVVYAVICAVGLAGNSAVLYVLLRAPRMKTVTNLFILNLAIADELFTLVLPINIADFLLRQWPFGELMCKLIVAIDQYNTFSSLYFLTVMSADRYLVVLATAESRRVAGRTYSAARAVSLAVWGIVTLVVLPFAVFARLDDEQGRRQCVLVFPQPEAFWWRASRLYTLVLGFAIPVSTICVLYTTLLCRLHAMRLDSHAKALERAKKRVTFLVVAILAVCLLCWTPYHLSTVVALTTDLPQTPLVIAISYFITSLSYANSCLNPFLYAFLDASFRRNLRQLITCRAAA
HCV NS3 hel inh = blocks Hepatitis C virus NS3 helicase unwinding. inhibition, % at 10.9 µM. hit rate 0.56% among 290,000. NS3 helicase DNA unwinding, Cy5 molecular beacon fluorescence;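 active means inhibition above the mean of all tested compounds plus 3 SD, set per campaign, cut at about 35% in these data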;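 further: 0% = DMSO wells and 100% = thioflavine S control wells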
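Compound dosing – single dose, 10.9 µM nominal final, DMSO 0.8% final · System – NS3 helicase fragment of HCV · Buffer or medium – MOPS pH 6.5, MgCl2, DTT, Tween20, BSA · Signal – Cy5 beacon fluorescence read at start and 1 h · Also added – annealed dual-labelled DNA beacon duplex, ATP-started · Schedule – 1 h at 25 °C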
* = called active by the depositor; x = not tested or not shown.

SMILES	GalR3 antagonist	OXTR ag	V1aR counter	IMP-1 inhibitor	PHOSPHO1 inh	VIM-2 inh	DNA FID counter	GPR7 antagonist	HCV NS3 hel inh
Cc1c(Cc2ccccc2)c(=O)oc2cc(O)cc(O)c12	-5	-0.8	0.3	-2.7	25	-3.2	2	-6	11
CC(=O)c1ccc(NC(=O)N2CCN(c3ccc(C)cc3)C(C)C2)cc1 (stereo unspecified)	-7	7.9	6.0	-1.6	27	-1.6	-28	-6	4
CC1=C(C(=O)Nc2ccccc2)C(c2cc(CN3CCOCC3)cs2)C2=C(CCCC2=O)N1 (stereo unspecified)	-2	-0.7	0.8	0.1	2	0.6	5	1	-5
Cc1ccc(-c2nc3ccccc3[nH]2)cn1	-11	0.9	1.1	-2.1	x	-1.2	-9	-6	-8
CN(C)S(=O)(=O)c1cccc(NC(=S)NCc2ccco2)c1	-4	-0.2	1.3	-0.5	-67	-1.7	-4	-6	4
C=CCN1N=C(/C=C/c2ccccc2)CCC1=O	-5	-1.2	-0.3	0.0	20	-0.7	-11	-3	-4
Cc1ccc(C)c(N(C(=O)Cn2nnc(-c3cccs3)n2)C(C(=O)NC2CCCC2)c2ccncc2)c1 (stereo unspecified)	-5	-0.1	0.8	-2.5	-5	-4.2	-6	3	-1
O=C(CSc1n[nH]c(-c2ccncc2)n1)Nc1ccccn1	2	-1.4	-0.1	3.5	12	0.0	-3	4	-8
Cc1ccc(S(=O)(=O)N2CCCN(S(=O)(=O)c3ccc4ccccc4c3)CC2)cc1	1	-0.1	-0.1	-3.9	-8	-1.7	-3	3	-8
COc1cc2c(cc1NC(=O)COC(=O)/C=C/c1ccccc1)oc1ccccc12	-2	-0.8	0.1	-3.2	1	0.4	-3	-10	-5
Cc1cc(NC(=O)CSc2nc3c(c(=O)n2-c2ccccc2)SC(C)C3)no1 (stereo unspecified)	x	-2.8	-1.3	-2.8	-3	-2.4	-1	2	-1
CCOc1ccc(NC(=S)NC23CC4CC(CC(C4)C2)C3)cc1	-9	-1.2	1.2	-0.7	40	0.7	-7	4	-1
CCOc1ccc(CNC(=O)CCC(=O)n2ncc3ccc(Cl)cc32)cc1	x	0.6	2.5	-2.4	20	-1.9	-5	-6	3
CCS(=O)(=O)N1CCC(C(=O)Oc2ccc(C)c(C)c2)CC1	-2	0.5	0.6	-1.2	x	-1.4	-20	-12	2
CC(=O)O[C@@H]1[C@H]2[C@@H](C[C@@H](C)[C@@H]3C=CC(=O)[C@@]13C)OC(=O)[C@@H]2C	-6	10	-0.1	x	13	x	x	x	x
Cc1cc(/C=C(/C#N)c2cccc(F)c2)c(C)n1-c1cccnc1	-4	1.1	2.4	-1.3	37	-2.0	-10	-4	-9
NC(=O)CSc1nnc(-c2cccnc2)n1Cc1ccccc1	1	0.6	0.3	-2.5	11	-5.1	-3	5	3
O=C(Cn1cc(C(F)(F)F)cc(Cl)c1=O)NCCc1ccc(Cl)cc1Cl	-4	0.9	0.9	-1.8	25	-2.6	-1	-5	1
CCn1nc(NC(=O)c2ccncc2)c2cc3cccc(C)c3nc21	2	-0.8	0.3	1.3	6	2.9	0	13	3
CC1CCN(C(=O)c2ccc3c(c2)OCCO3)CC1	-3	13	0.2	-1.2	9	-3.6	-1	14	0
Cc1cccc(NC(=O)C2CCN(S(=O)(=O)c3ccc4c(c3)NC(=O)CO4)CC2)c1C	-4	0.0	-0.3	-1.7	29	-1.8	-26	-9	-1
COc1ccc(N2C(=O)C3ON(C4SC(=S)N(C)C4(C)C)C(c4ccc([N+](=O)[O-])cc4)C3C2=O)cc1 (stereo unspecified)	-2	-1.5	-1.0	-2.2	7	-1.7	-1	-15	10
COc1cccc(CNC(=O)CCNC(=O)Cn2ccc3ccccc3c2=O)c1	-4	-1.7	-1.2	-2.3	12	-0.1	-6	-5	-5
Cc1ccc2c(c1)N/C(=C(\C=C(/Cl)[N+](=O)[O-])[N+](=O)[O-])N2	x	-0.4	0.7	-3.2	4	-0.3	0	17	14
COC(=O)CNC(=O)C1CCC(CNS(=O)(=O)c2cccc3nsnc23)CC1 (stereo unspecified)	1	0.3	1.1	-3.4	26	-3.5	-7	-20	2
COc1ccc(S(=O)(=O)N2CCN(C(=O)COc3ccccc3)CC2)cc1	-8	-0.8	1.5	-2.0	49	-3.5	0	-2	1
CC(C)(C)NC(=O)CCN(/N=C/c1ccccc1F)C1=NS(=O)(=O)c2ccccc21	-8	-1.2	0.5	-2.5	33	1.1	-24	-12	-3
CC1C(=O)OC(c2ccc(Br)cc2)C(C)(C)C1=O (stereo unspecified)	-3	-0.5	-0.4	-2.0	33	-0.5	-7	-15	21
COc1ccc(/C=N/S(=O)(=O)c2cccs2)cc1	-3	2.1	0.9	-2.8	4	-3.7	-1	-1	1
COc1cc(NS(=O)(=O)c2ccc3c(c2)C(C)(C)C(=O)N3C)cc(OC)c1	2	2.5	3.8	-1.2	39	-0.3	-16	6	21
O=S(=O)(NC(=NCc1ccccc1)c1ccccc1)c1ccccc1	-2	0.3	2.1	-3.3	-13	-1.9	-21	-7	10
CCCN(CCC)c1ccc(/C=N/NC(=O)CN2CCOCC2)cc1	x	-2.6	-1.3	-3.1	4	-5.8	-17	-9	-4
Cc1cc2ncn(S(=O)(=O)N(C)C)c2cc1C	-3	-1.7	-0.8	-2.5	24	-3.4	-4	-1	-9
CC(C)C(=O)N1CCC(CN=CC2=C(O)CC(C)(C)CC2=O)CC1	-5	0.5	-0.4	-3.7	-14	-3.7	-14	-8	0
CC(C)CNC(=O)[C@H](Cc1ccccc1)NC(=O)c1ccco1	-3	1.9	-0.3	-2.9	10	-0.5	-7	-11	0
Cc1c(Cl)cccc1NC(=O)CNCc1ccccc1F	-5	-1.4	-0.7	-0.6	6	0.4	-7	3	-8
CCc1ccc(-c2csc3ncn(Cc4ccc(C(=O)O)cc4)c(=O)c23)cc1	-2	5.3	4.6	-3.1	8	-2.9	-17	7	12
CCOc1ccc(NC(=O)CC2C(=O)N(CC)C(=S)N2CCNC(C)=O)cc1 (stereo unspecified)	-12	-0.3	0.4	-1.7	-5	1.8	0	-5	10
Clc1ccc(-c2nnc(-c3ccccc3)c(-c3ccccc3)n2)cc1	-6	-0.2	0.3	-0.5	3	0.6	-4	-3	6
Cc1cc2nc3c(=O)n(C4CCCCC4)c(=O)[nH]c3nc2cc1N	-2	x	x	1.9	10	5.4	-6	-13	33
O=C(CCC(=O)Nc1ccccc1)N/N=C/c1ccccc1F	-4	-0.3	0.6	-1.9	-15	-2.2	-6	-6	1
Cc1ccc(-c2cn(S(=O)(=O)c3cccc4nsnc34)nc2N)cc1	-4	-2.1	-0.6	-3.8	-17	-4.2	5	-5	-2
CCc1nc(SCC(=O)Nc2sc(C)c(C)c2C(=O)OC)c2ccccc2n1	x	x	x	2.6	3	0.2	-4	3	-5
CCOc1ccc(S(=O)(=O)NNC(=O)c2cc3ccccc3o2)cc1	-12	2.2	7.5	-4.6	-4	-2.0	-8	-2	21
COc1ccc(CNc2cc(C)nc3ncnn23)c(OC)c1	-5	12	9.2	-2.2	-2	-0.3	-8	8	-4
C=CCn1c(N)cc(=O)nc1SCC(=O)Nc1ccccc1	0	0.4	0.1	-2.3	-4	-3.0	-9	1	-5
O=P(CCCCCCCCCP(=O)(c1ccccc1)c1ccccc1)(c1ccccc1)c1ccccc1	-5	20*	24*	-1.6	13	-1.4	-62	-3	-8
CS(=O)(=O)N(CCc1ccccc1)CC(=O)N1CCN(Cc2ccc3c(c2)OCO3)CC1	-5	7.4	5.7	-2.6	-23	-2.7	-23	-5	-5
Cc1cc(C)nc(NS(=O)(=O)c2ccc(NC(=O)c3ccc(O)cc3O)cc2)n1	-4	x	x	-3.0	30	-1.8	-8	-22	-6
COCC1CCN(Cc2nc(Cc3ccccc3Cl)no2)CC1	2	-0.3	0.4	-0.5	15	0.2	-17	-9	2
O=C(NC1CCN(C(=O)N2c3ccccc3Sc3ccccc32)CC1)c1ccco1	-3	14	16	-3.0	-10	-6.6	-16	-6	7
COc1ccc(NC(=O)Nc2ccc(C)cc2Br)c(OC)c1	-6	-1.3	-0.9	-1.1	-9	-2.1	-1	10	2
CC(=O)c1ccc2cccc3c2c1N=CN3C	-2	0.1	0.1	-4.7	21	1.4	4	-18	11
CCOC(=O)c1ccc2c(c1)nc(SCC(=O)c1cc3ccccc3o1)n2CC	2	0.4	2.1	2.7	90*	-3.8	-12	2	3
O=C(CSc1nnc(-c2ccccc2)n1CC1CCCO1)N1CCCC1 (stereo unspecified)	-5	0.3	-0.3	-0.8	-8	-0.9	-6	10	-2
O=C(Cn1nnc2ccccc2c1=O)NCCc1ccc(F)cc1	x	-0.7	0.6	-3.1	-8	-1.2	-2	-3	6
CCN(C(=O)CSc1nc2nc(C)cc(C)n2n1)C1CCS(=O)(=O)C1 (stereo unspecified)	5	1.1	0.8	-4.0	16	-4.1	4	0	-1
CCOC(=O)CNC(=O)N(CCOC)CC1CCCN(C2Cc3ccccc3C2)C1 (stereo unspecified)	-8	-1.4	-0.9	-2.6	x	-2.9	-8	-14	7
COc1ccc(OCC(O)CN(CCO)CC(O)Cn2ccc3ccccc32)cc1 (stereo unspecified)	-2	3.1	1.7	-2.5	-13	-4.0	10	2	-13
CCOC(=O)c1nc(Nc2ccc(N3CCC(C)CC3)cc2)c2ccccc2n1	5	-1.1	-0.2	-0.2	4	-1.8	-16	-4	-3

Sorted by length of the SMILES (lowest first): part of the list above
SMILES	GalR3 antagonist	OXTR ag	V1aR counter	IMP-1 inhibitor	PHOSPHO1 inh	VIM-2 inh	DNA FID counter	GPR7 antagonist	HCV NS3 hel inh
COc1ccc(NC(=O)Nc2ccc(C)cc2Br)c(OC)c1	-6	-1.3	-0.9	-1.1	-9	-2.1	-1	10	2
CCOC(=O)c1nc(Nc2ccc(N3CCC(C)CC3)cc2)c2ccccc2n1	5	-1.1	-0.2	-0.2	4	-1.8	-16	-4	-3
Cc1cc(C)nc(NS(=O)(=O)c2ccc(NC(=O)c3ccc(O)cc3O)cc2)n1	-4	x	x	-3.0	30	-1.8	-8	-22	-6

Next records.
SMILES	GalR3 antagonist	OXTR ag	V1aR counter	IMP-1 inhibitor	PHOSPHO1 inh	VIM-2 inh	DNA FID counter	GPR7 antagonist	HCV NS3 hel inh
Cc1ccccc1C(=O)NC(=S)Nc1sc2c(c1C#N)CCCC2	-1	0.1	-1.0	0.7	25	1.9	1	-3	4
CCOC(=O)c1sc(=S)n(-c2ccccc2Cl)c1C	-2	-4.4	-0.5	-4.6	41	-4.0	-8	-14	5
COc1ccc(OC)c(CN(CCN2CCOCC2)S(=O)(=O)c2ccc(NC(C)=O)cc2)c1	-7	-0.6	0.6	-1.3	24	-1.7	-10	-8	-2
Cc1cc(=O)c2c(C)nn(-c3ccccc3)c2[nH]1	7	2.5	1.5	0.8	21	-3.7	-12	-10	10
Cc1nn(C)cc1NC(=O)c1ccc(Br)o1	-4	0.5	0.7	-0.9	-18	-0.7	-7	-3	7
